DENV2 CPE: DENV2-induced cell death inhibition | AID 651640 | DENV2-infected cells, cytopathic effect rescue, plate reader | 350,000 compounds, 1.7% hits | CPE inhibition, % at 9.99 µM; in the data active = CPE inhibition above about 20%, passing the limit was not always enough; inconclusive = no clear call, values can overlap the other calls; tested in BHK-21 cells;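 also: 0% = median of neutral control wells and 100% = median of positive control wells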
S100A4 inh HTS: inhibitors of human S100A4 binding to myosin IIA peptide; P26447; S100A4/TAMRA-MyoIIA peptide fluorescence polarization; inhibition, % at 10.7 µM; 360,000 compounds, 0.14% hits; AID 652163;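 active = mean inhibition of at least 70% across replicates, with every replicate also reaching that level; inconclusive = mean inhibition reaches 70% but some replicates fall short; inactive = mean inhibition below 70%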
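Material: S100A4 monomer (human). Medium: Calcium-containing HEPES buffer, pH 7.2. Probe or stimulus: labelled myosin peptide probe, 5 nM. Compound dosing: one concentration per compound. Timing: polarization read 5 min after assay mix addition, stable 5–60 min. Benchmarks: DMSO as neutral control, TFP as positive control.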
E-sel inducer: E-selectin induction on HUVECs | P16581 | HUVEC E-selectin immunofluorescence imaging; normalized: neutral wells 0, TNF-alpha wells 100 | activation, % at 7.58 µM | 260,000 compounds, 0.37% hits | AID 686992;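 active = mean E-selectin-positive cell signal at least 10% of the positive control, reached in at least 60% of replicates, without over 20% cell loss; inconclusive = no rule given, readout overlaps actives, possibly toxicity-flagged; inactive = the rest, including those meeting only one limit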;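 also: in these data hits start at about 27%; measured in HUVEC primary endothelial cells; signal is the percent of cells scored E-selectin positive by PE staining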
Target sequence (P16581 whole entry, looked up): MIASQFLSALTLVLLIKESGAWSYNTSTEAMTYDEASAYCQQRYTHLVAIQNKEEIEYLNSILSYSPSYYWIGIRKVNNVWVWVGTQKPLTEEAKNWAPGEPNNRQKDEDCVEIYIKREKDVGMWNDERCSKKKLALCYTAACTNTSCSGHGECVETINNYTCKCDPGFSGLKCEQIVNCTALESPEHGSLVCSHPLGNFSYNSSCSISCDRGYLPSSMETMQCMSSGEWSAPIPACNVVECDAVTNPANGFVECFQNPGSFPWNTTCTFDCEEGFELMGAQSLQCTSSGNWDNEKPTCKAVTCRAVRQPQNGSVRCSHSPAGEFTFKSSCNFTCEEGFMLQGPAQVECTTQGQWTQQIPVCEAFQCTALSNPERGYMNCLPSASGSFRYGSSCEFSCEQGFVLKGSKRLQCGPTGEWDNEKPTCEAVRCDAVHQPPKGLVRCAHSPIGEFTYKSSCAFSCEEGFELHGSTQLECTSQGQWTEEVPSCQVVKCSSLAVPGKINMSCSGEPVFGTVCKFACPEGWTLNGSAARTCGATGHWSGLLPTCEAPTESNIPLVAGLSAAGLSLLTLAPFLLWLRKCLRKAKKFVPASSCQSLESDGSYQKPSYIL
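Test system: HUVEC | Signal: Immunofluorescence imaging | Read-out: Percent E-selectin-positive cells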
SIRT5 inh: blocks human SIRT5 desuccinylation of peptide; Q9NXA8; 330,000 compounds, 1.1% hits; inhibition, % at 15 µM; Purified SirT5, succinyl-peptide AMC, trypsin-coupled fluorescence; AID 652115; in the data active = inhibition above about 15%; inconclusive = no clear call, values can overlap the other calls
C2C12 statin: suppression of simvastatin myotoxicity. C2C12 myotubes + simvastatin, ATP luminescence, 48 h; scaled: DMSO 0, geranylgeraniol control 100. rescue of ATP level, % at 7.49 µM. 330,000 compounds, 0.78% hits. AID 602340;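 active = mean ATP rescue above about 67%, or every replicate alone reaching that limit, limit read from the data, passing the limit was not always enough; inconclusive = no clear call, values can overlap the other calls; inactive = mean under the limit and some replicate under it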;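 also: myotubes were challenged with 10 µM simvastatin during compound exposure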
PglD inh: blocks C. jejuni PglD acetyltransferase activity; purified PglD enzyme, DTNB colorimetric CoA detection; AID 602405; inhibition, % at 12.5 µM; 360,000 compounds, 0.098% hits; in the data active = inhibition above about 16%, passing the limit was not always enough; inconclusive = no clear call, values can overlap the other calls; also: strong numbers were not always called active
ERp5 inh: ERp5 (human) disulfide isomerase inhibition; Q15084; ERp5 insulin aggregation, absorbance 650 nm, 90 min; inhibition, % at 9.99 µM; 350,000 compounds, 0.05% hits; AID 651711;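 active = mean replicate inhibition above about 25%, with every replicate also reaching it, limit read from the data, passing the limit was not always enough; inconclusive = only one of those two criteria met; inactive = neither criterion met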
Target sequence (Q15084 whole entry, looked up): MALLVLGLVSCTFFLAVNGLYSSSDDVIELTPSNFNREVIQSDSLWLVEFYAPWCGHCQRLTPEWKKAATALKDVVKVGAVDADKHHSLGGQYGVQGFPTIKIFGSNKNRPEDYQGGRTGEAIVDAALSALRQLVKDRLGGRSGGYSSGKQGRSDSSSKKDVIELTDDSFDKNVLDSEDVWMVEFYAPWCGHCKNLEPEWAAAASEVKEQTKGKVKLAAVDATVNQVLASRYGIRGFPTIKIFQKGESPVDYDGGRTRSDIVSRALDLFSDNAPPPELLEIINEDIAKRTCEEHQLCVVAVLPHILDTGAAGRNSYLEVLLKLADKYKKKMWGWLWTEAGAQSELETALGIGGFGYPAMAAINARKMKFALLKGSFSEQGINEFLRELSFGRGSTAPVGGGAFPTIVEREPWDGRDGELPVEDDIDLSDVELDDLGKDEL
An asterisk follows results filed as active; u = inconclusive; x = no result given; & = joins results of further samples. An excerpt; rates above refer to the full screens.

The line under a structure holds: DENV2 CPE, S100A4 inh HTS, E-sel inducer, SIRT5 inh, C2C12 statin, PglD inh, ERp5 inh
1) Cc1ccc2cc(C)c(SCC(=O)Nc3ccc(S(=O)(=O)N4CCCC4)cc3)nc2c1
→ -1, 4, x, 1, -3, x, 24
2) Cc1ccc(OCc2cc(C(=O)N3CCc4[nH]cnc4C3c3ccccn3)no2)cc1C (configuration not stated)
→ u, -4, x, -3, 34, 2, -5
3) CCN(CC(=O)Nc1ccc(NC(C)=O)cc1)C(=O)C1CCC1
→ 4, -4, -0.4, 0, -4, -1, 9
4) Cn1c(=O)c2c(nc(NN=C3CCCC3)n2C)n(C)c1=O
→ 2, -5, -1.0, -1, 3, x, 0
5) O=C(C[C@@H]1CC[C@H]2[C@@H](COC[C@@H](O)CN2Cc2ccccc2)O1)NCCCN1CCOCC1
→ 1, 7, 0.0, -5, -6, 4, 5
6) C[C@@H]1CN([C@H](C)CO)C(=O)c2cc(-c3ccc(F)cc3)cnc2O[C@H]1CN(C)C(=O)CN(C)C
→ -3, -3, -0.4, 6, -10, 1, -1
7) O=C(CSc1n[nH]c(=O)[nH]c1=O)N/N=C/C=C\c1ccccc1
→ 0, -3, x, 4, -1, -5, 2
8) COc1cccc(C(NC(C)=O)c2nc(-c3cccc4cccnc34)cs2)c1 (configuration not stated)
→ 16, -3, 0.0, -3, 12, -2, -2
9) COc1cccc(/C(O)=C2\C(=O)C(=O)N(c3ccccn3)C2c2cccc(OC)c2OC)c1 (configuration not stated)
→ x, x, 1.4, x, -14, 0, x
10) O=C1CCC(C(=O)OCC(=O)Nc2ccc(Cl)cc2C(F)(F)F)=NN1
→ -6, -8, x, -2, 2, 4, 2
11) O=C(Nc1ccon1)c1nc[nH]c1C(=O)N1CCN(c2ccccc2)CC1
→ u, 0, -0.1, -3, 21, -1, 4
12) COc1ccc(O)c(-c2cc(-c3ccccc3Cl)[nH]n2)c1
→ -5, -2, -0.1, 2, -5, -5, 3
13) O=S(=O)(NC(=NCc1ccccc1)c1ccccc1)c1ccccc1
→ -1, 11, x, 4, 5, 5, -4
14) CCCC[C@@H]1CNC(=S)N1CC1CCCCC1
→ 1, 1, 0.0, 1, -4, 1, -3
15) O=C(/C=C/c1ccccc1)OCC(=O)c1ccc[nH]1
→ -7, 2, 0.1, -1, 12, x, 4
16) O=C1N[C@@H](Cc2ccccc2)C(=O)N2[C@@H]3N(S(=O)(=O)c4ccc(F)cc4)c4ccccc4[C@]3(Br)C[C@@H]12
→ x, x, 0.1, x, 13, -3, x
17) C/C1=C\CCC2C(/C=C(\C)CC1)OC(=O)C2CN1CCCCC1 (configuration not stated)
→ -3, -8, -0.1, 1, -7, 1, 2
18) CCC(=O)Nc1ccc2c(c1)C(=O)N(C)C[C@H](OC)[C@H](C)CN(C(=O)c1cnccn1)[C@H](C)CO2
→ -1, 1, 1.2, -3, -14, 3, -5
19) CSc1ccccc1NC(=O)CN(C)CC(=O)Nc1ccc(S(=O)(=O)N2CCCC2)cc1
→ 1, 2, 0.0, 1, 1, 0, 1
20) CC1=NN(c2nc(-c3ccc(C)cc3)cs2)C(=O)C1N=Nc1ccccc1O (configuration not stated)
→ x, 0, x, -1, x, x, 0

Single records, as listed above:
`CCCC[C@@H]1CNC(=S)N1CC1CCCCC1` as listed: DENV2 CPE: 1; S100A4 inh HTS: 1; E-sel inducer: 0.0; SIRT5 inh: 1; C2C12 statin: -4; PglD inh: 1; ERp5 inh: -3
`CC1=NN(c2nc(-c3ccc(C)cc3)cs2)C(=O)C1N=Nc1ccccc1O` (configuration not stated) as listed: DENV2 CPE: x; S100A4 inh HTS: 0; E-sel inducer: x; SIRT5 inh: -1; C2C12 statin: x; PglD inh: x; ERp5 inh: 0

Carrying on.
The line under a structure holds: DENV2 CPE, S100A4 inh HTS, E-sel inducer, SIRT5 inh, C2C12 statin, PglD inh, ERp5 inh
21) CCCNC(=O)N1CC2(CCN(Cc3nccs3)CC2)c2c([nH]c3cc(OC)ccc23)[C@@H]1CO
→ -15, 24, 0.7, 2, x, x, -3
22) Cc1nc2cc(F)ccc2n1C1CCN(C(=O)c2ccc(F)cc2F)CC1
→ x, -8, 2.8, -2, x, x, -3
23) C[C@@H]1CN([C@H](C)CO)C(=O)c2cc(-c3cccc(C#N)c3)cnc2O[C@@H]1CN(C)Cc1cccnc1
→ 1, 6, 1.0, -1, 19, 5, 1
24) C=CCCCCCCCCC(=O)NNC1CC(=O)N(c2ccccc2)C1=O (configuration not stated)
→ 9, 2, -0.1, -1, -2, 2, 3
25) O=C(Nc1nnc([C@@H]2C[C@H](O)[C@@H](CO)O2)s1)Nc1ccccc1Oc1ccccc1
→ 18, 1, 4.8, -4, 7, -4, 1
26) COc1ccc2c3c(n(C)c2c1)[C@@H](CO)N(Cc1nccs1)CC31CN(C(C)=O)C1
→ -8, 2, 0.9, x, x, x, 11
27) Cc1cc(Br)ccc1SCC(=O)OCC(=O)NCc1ccco1
→ -5, -3, x, 13, x, 3, 1
28) O=C(CC(F)(F)F)N1C[C@@H]2[C@H](c3ccccc31)[C@H](CO)N2CC1CCOCC1
→ -4, 4, -0.1, 4, -6, 9, 1
29) COc1ccc(S(=O)(=O)N(C)C[C@H]2OCCCC[C@H](C)Oc3ccc(NS(=O)(=O)c4ccccc4)cc3C(=O)N([C@@H](C)CO)C[C@H]2C)cc1
→ 9, 4, x, 10, x, -1, -4
30) NC(=O)c1ccc(-n2nnnc2Oc2ccccc2)cc1
→ 4, -2, x, -3, -5, -4, -1

#31 O=C(NC1CCN(Cc2ccccc2)CC1)c1ccc(Cl)cc1Cl
#32 S=c1[nH]nc2nnc3ccccc3n12
#33 CCOc1ccc(NC(=O)CN(C)C(=O)c2ccccc2CCc2ccccc2)cc1OCC
#34 Cc1ccc(CNC(=O)CSc2nccn(-c3ccc(C)c(F)c3)c2=O)cc1
#35 COc1ccc(Br)cc1/C=N/NC(=O)C[n+]1ccccc1
#36 COc1ccc(N(CC(=O)N2CCCCCC2)S(=O)(=O)c2ccccc2)cc1
#37 O=c1[nH]c2cc3ccccc3cc2nc1-c1nnnn1C1CCCC1
#38 CN1CCc2c(sc3c2C(=O)NC(c2ccc(-c4ccc(Cl)cc4)o2)N3)C1 (configuration not stated)
screen / no.	31	32	33	34	35	36	37	38
DENV2 CPE	12	1	-7	-7	3	-1	-15	-4
S100A4 inh HTS	-15	6	3	0	-5	3	12	-27
E-sel inducer	0.3	0.0	x	-0.6	0.3	x	0.0	x
SIRT5 inh	-1	-1	-7	6	-1	-1	2	-1
C2C12 statin	-2	-12	-19	3	1	9	x	-11
PglD inh	1	-6	10	-4	1	1	x	-3
ERp5 inh	4	-6	8	-1	-1	1	2	-2

#39 CC(C)C#Cc1ccc([C@@H]2[C@H]3CN(C(=O)c4ccccn4)CC(=O)N3[C@H]2CO)cc1
#40 CC(C)(C)c1ccc(Cn2nnc3c(=O)[nH]c(C4CCCN(C(=O)c5ccco5)C4)nc32)cc1 (configuration not stated)
#41 Cc1csc(NC(=O)CSCC(=O)O)c1-c1nc2ccccc2s1
#42 CC(C)C[C@H](NC(=O)C1CCN(C(=O)[C@H](Cc2ccccc2)NC(=O)OC(C)(C)C)CC1)C(=O)O
#43 S=C(Nc1ccc2nsnc2c1)N1CCCCCC1
#44 CCOc1ccccc1NC(=O)CN1C(=O)NC(Cc2c[nH]c3ccccc23)C1=O (configuration not stated)
#45 COc1cccc(-c2ccc3c(c2)O[C@@H](CN(C)C(=O)C2CCCCC2)[C@H](C)CN([C@H](C)CO)S3(=O)=O)c1
#46 O=C(O)CSC12CC3CC(C1)CC(C(=O)O)(C3)C2
screen / no.	39	40	41	42	43	44	45	46
DENV2 CPE	2	-2	-2	8	5	3	-9	x
S100A4 inh HTS	12	1	12	-2	20	-3	3	x
E-sel inducer	-0.1	x	0.5	u	x	0.6	0.0	-0.1
SIRT5 inh	-1	0	2	22*	-4	-1	u	x
C2C12 statin	x	10	x	-15	x	-5	-74	-6
PglD inh	x	-4	x	-3	x	2	-3	6
ERp5 inh	1	2	-1	1	7	3	-1	x

#47 COc1ccc(CNC(=O)C/C(C)=N/NC(=O)COc2ccc(Br)cc2)cc1
#48 CCC(C)NC(=O)Nc1ccc(F)c(Cl)c1 (configuration not stated)
#49 C/C=C\C=C/C(=O)Nc1cccc(C2=NOC3(C2)C[C@H](C(N)=O)N(C(=O)Cc2ccc([N+](=O)[O-])cc2)C3)c1 (some centres not stated)
#50 CC(c1ccccc1)N1C(=O)c2cccnc2C1=O (configuration not stated)
#51 C[C@H](CO)N1C[C@H](C)[C@@H](CN(C)S(=O)(=O)c2ccc(F)cc2)Oc2c(NC(=O)C3CCCCC3)cccc2C1=O
#52 CS(=O)(=O)N1CCC(C(=O)Nc2ccccc2Cl)CC1
#53 O=c1oc2ccccc2c(NC2CCCCC2)c1NS(=O)(=O)c1ccc(Cl)cc1
#54 Cc1c(C(=O)N2CCOCC2)sc(NC(=O)CCl)c1C#N
screen / no.	47	48	49	50	51	52	53	54
DENV2 CPE	8	-7	-13	-1	-1&4	-5	u	1
S100A4 inh HTS	5	3	-1	-2	6&3	1	1	-1
E-sel inducer	x	x	x	0.0	-0.3	x	-0.1	x
SIRT5 inh	-6	-2	x	1	0&9	0	8	0
C2C12 statin	6	-6	-14	-1	60&17	-1	8	5
PglD inh	4	-4	-3	-1	4&1	1	-1	4
ERp5 inh	5	-7	-1	3	-5&1	-2	1	2

The list goes on, overlapping the part above by 5 compounds.
#50 CC(c1ccccc1)N1C(=O)c2cccnc2C1=O (configuration not stated)
#51 C[C@H](CO)N1C[C@H](C)[C@@H](CN(C)S(=O)(=O)c2ccc(F)cc2)Oc2c(NC(=O)C3CCCCC3)cccc2C1=O
#52 CS(=O)(=O)N1CCC(C(=O)Nc2ccccc2Cl)CC1
#53 O=c1oc2ccccc2c(NC2CCCCC2)c1NS(=O)(=O)c1ccc(Cl)cc1
#54 Cc1c(C(=O)N2CCOCC2)sc(NC(=O)CCl)c1C#N
#55 CCOC(=O)C1=CC[C@H]2c3c(c4ccccc4n3C)C(=O)C1N2S(=O)(=O)c1ccc(C)cc1
#56 O=C(CSc1nnc2ccccn12)Nc1ccccc1[N+](=O)[O-]
#57 c1ccc(OCCNc2ccn3nc(-c4ccc(OCCN5CCOCC5)cc4)cc3n2)cc1
#58 COc1ccc(N2CCN(S(=O)(=O)c3cc4c5c(c3)C(C)C(=O)N5CCC4)CC2)cc1 (configuration not stated)
#59 COc1ccccc1NC(=O)N1[C@@H]2CNC[C@H]1[C@@H]2c1ccc(-c2ccc(C#N)cc2)cc1
screen / no.	50	51	52	53	54	55	56	57	58	59
DENV2 CPE	-1	-1&4	-5	u	1	-3	2	13	4	4
S100A4 inh HTS	-2	6&3	1	1	-1	-4	2	-2	-1	10
E-sel inducer	0.0	-0.3	x	-0.1	x	0.0	-0.1	0.6	-0.2	-0.6
SIRT5 inh	1	0&9	0	8	0	x	x	-12	2	6
C2C12 statin	-1	60&17	-1	8	5	6	8	1	8	x
PglD inh	-1	4&1	1	-1	4	-3	2	-2	-3	x
ERp5 inh	3	-5&1	-2	1	2	-1	4	6	-3	3

Screening results: PubChem, Broad Institute
